Screening results (PubChem BioAssay)
Menin MLL FP TR – qHTS Assay for Inhibitors Targeting the Menin-MLL Interaction in MLL Related Leukemias: Competition With Texas Red Labeled MLL-derived Mutant Peptide | Menin + Texas Red MLL mutant peptide, fluorescence polarization | Potency, µM (top dose mostly 61.6 µM), inactives show at the top dose FP activity change, negative = inhibition, usual class: inhibitors | hit rate 0.23% among 270,000; active = well fitted inhibition curve with a large enough effect in the polarisation, with a control signal flat, not every such curve was filed as active; inconclusive = small, poorly fitted or top-dose-only effect, or effect the other way, or a change in a side signal; inactive = no such curve, though single readings can be large or run the other way; the % refers to the polarisation; also: potency is read from the fitted curve at half-maximal effect; % of control where 0% means no effect; many of its hits are not listed in these tables
p53 reactivator – qHTS assay for re-activators of p53 using a Luc reporter; H1299 p53-A138V BP100-luciferase reporter, luminescence, 24 h; Potency, µM (doses to about 92.2 µM), for inactives: at the highest dose activity change, positive = activation, actives largely listed as activators; hit rate 0.063% among 320,000; also: potency is read from the fitted curve at half-maximal effect; % of control where 0% means no effect; nearly all actives have a fitted effect of over 45% in size
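H1299 (p53-null), stable ts p53-A138V + BP100-Luc; 1000 cells/well, Opti-MEM/10% FBS; cpd 4 pt, 1:5; 24 h, 37 deg C, 5% CO2; detection reagent 10 min RT; luminescence.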
PKM2 activator – qHTS Assay for Activators of Human Muscle isoform 2 Pyruvate Kinase. purified PKM2, Kinase-Glo ATP luminescence, activation; response scale: 0% is enzyme alone, no compound. Potency, µM (highest dose often 57.5 µM), for the others: top-dose activation, actives largely listed as activators. hit rate 0.34% among 260,000. AID 1631, 2009. Pyruvate kinase PKM (Homo sapiens), P14618; also: potency is read from the fitted curve at half-maximal effect; % is scaled to controls: 0 for no effect and ±100 for the full control effect; nearly all actives have a fitted effect of over 55% in size
Target sequence (P14618 whole entry, looked up, canonical isoform): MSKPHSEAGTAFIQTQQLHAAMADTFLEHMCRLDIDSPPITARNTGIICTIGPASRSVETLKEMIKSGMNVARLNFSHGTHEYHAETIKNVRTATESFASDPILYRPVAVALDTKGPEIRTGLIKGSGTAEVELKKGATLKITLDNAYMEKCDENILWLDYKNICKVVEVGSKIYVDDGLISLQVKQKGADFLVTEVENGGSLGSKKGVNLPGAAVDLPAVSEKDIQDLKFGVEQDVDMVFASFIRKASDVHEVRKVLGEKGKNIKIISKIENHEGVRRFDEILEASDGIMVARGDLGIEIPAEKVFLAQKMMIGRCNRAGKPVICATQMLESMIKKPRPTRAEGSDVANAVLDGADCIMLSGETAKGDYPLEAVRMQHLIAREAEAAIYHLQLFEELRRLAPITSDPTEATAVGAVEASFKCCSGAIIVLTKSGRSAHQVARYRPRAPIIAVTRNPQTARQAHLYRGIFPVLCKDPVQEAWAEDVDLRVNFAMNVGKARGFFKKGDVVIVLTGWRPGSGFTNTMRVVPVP
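ATP formation by purified human PK-M2, quantified via coupled luciferase luminescence after 1 h at room temperature with 0.1 mM ADP and 0.5 mM PEP final.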
RORgamma inh – qHTS for inhibitors of ROR gamma transcriptional activity. Drosophila S2 Gal4-RORgamma UAS-luciferase reporter, 20 h. Potency, µM (doses to about 53.6 µM), for inactives: at the top dose activity change, negative = inhibition, usual class: inhibitors. hit rate 5.4% among 310,000. AID 2551, 2010; also: potency is read from the fitted curve at half-maximal effect; % is scaled to controls: 0 for no effect and ±100 for the full control effect; nearly all actives have a fitted effect of over 60% in size
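Luciferase reporter read in Schneider cells carrying Gal4-RORγ (mouse) and UAS-Photinus luciferase; cells given compound 1 h before 700 uM copper sulfate induction, then incubated 20 h at ambient temperature.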
Rab9 prom act – qHTS Assay for Rab9 Promoter Activators; Huh7 Rab9 promoter-luciferase reporter, luminescence, 24 h; Potency, µM (series often up to 9.22 µM), for the others: top-dose activation, negative = inhibition, usual class: activators; hit rate 2.8% among 320,000; AID 485297, 2010; also: potency is read from the fitted curve at half-maximal effect; % of control where 0% means no effect; nearly all actives have a fitted effect of over 60% in size
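Stable Rab9-luc Huh7, 1500 cells/well, 2 h settle; cmpd in DMSO, 24 h, 37 °C/5% CO2; luciferase reagent 10 min RT; luminescence.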
VP16 counter – VP16 counterscreen qHTS for inhibitors of ROR gamma transcriptional activity; Drosophila S2 Gal4-VP16 UAS-luciferase, luminescence, 20 h; Potency, µM (series often up to 53.6 µM), inactives show top-dose activity, negative = inhibition, actives largely listed as inhibitors; hit rate 3.5% among 310,000;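 also: Gal4-VP16 expression switched on by copper sulfate through the metallothionein promoter; potency is read from the fitted curve at half-maximal effect; % is scaled to controls: 0 for no effect and ±100 for the full control effect; nearly all actives have a fitted effect of over 50% in size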
BRCA1 expr act – qHTS Assay to Identify Small Molecule Activators of BRCA1 Expression | MCF7-BRCA1-FFLuc reporter, luminescence, 48 h; response scale: scaled: vehicle 0%, 10 µM genistein 100% | Potency, µM (series often up to 46.1 µM), for inactives: top-dose activation, most hits filed as activators | hit rate 1.1% among 380,000 | AID 624202, 2012; also: potency is read from the fitted curve at half-maximal effect; nearly all actives have a fitted effect of over 80% in size; some results filed as inactive show a strong effect at the top dose
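Luminescence from a BRCA1-driven firefly luciferase in MCF7 cells was read after 48 h compound exposure at 37 C. Data normalized against DMSO and a 10microM genistein activation control, then curve-fitted across the titration.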
Giardia kill – Small Molecules that selectively kill Giardia lamblia: qHTS | activity change, % at 7.66 µM, hits read low | hit rate 0.15% among 340,000 | AID 540267, 2011 | Giardia lamblia trophozoite viability; in the data active = activity change below about -80%; inconclusive = between about -30% and that limit;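 also: parasites exposed to compound for two days anaerobically before the ATP read; % is scaled to controls: 0 for no effect and ±100 for the full control effect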
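Each well holds 100 Giardia trophozoites and compound. After two days (48 hrs) at 37 deg C in anaerobic conditions, ATP is quantified by luminescence.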
FLuc modulator – qHTS profiling assay for firefly luciferase inhibitor/activator using purifed enzyme and Km concentrations of substrates (counterscreen for miR-21 project); hit rate 6.9% among 360,000; purified FLuc, Km substrates, luminescence inhibition; Potency, µM (titrated, usually from 57.5 µM), inactives show at the highest dose activity change, negative = inhibition, usual class: inhibitors; Luciferin 4-monooxygenase (Photinus pyralis), P08659;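 also: potency is read from the fitted curve at half-maximal effect; plate controls were vehicle for no effect and reference inhibitor for full effect; nearly all actives have a fitted effect of over 55% in size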
Target sequence (P08659 whole entry, looked up): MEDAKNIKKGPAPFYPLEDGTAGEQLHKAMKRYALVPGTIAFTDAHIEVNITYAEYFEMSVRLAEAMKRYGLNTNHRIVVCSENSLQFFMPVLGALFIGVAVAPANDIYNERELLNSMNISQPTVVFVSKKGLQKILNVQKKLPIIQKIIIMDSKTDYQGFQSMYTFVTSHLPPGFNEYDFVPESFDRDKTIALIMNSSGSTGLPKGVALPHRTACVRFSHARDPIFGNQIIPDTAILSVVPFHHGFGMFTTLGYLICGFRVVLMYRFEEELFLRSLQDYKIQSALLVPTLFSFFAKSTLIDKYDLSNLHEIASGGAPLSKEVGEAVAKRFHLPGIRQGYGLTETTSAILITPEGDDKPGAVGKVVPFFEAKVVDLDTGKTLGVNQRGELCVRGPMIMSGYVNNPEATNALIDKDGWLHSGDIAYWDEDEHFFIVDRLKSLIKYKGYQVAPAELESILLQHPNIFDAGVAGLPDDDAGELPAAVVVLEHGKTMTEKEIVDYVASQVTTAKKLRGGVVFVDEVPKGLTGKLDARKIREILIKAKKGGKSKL
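Purified P. pyralis luciferase (10nM final) with 10uM D-luciferin and 10uM ATP (Km levels) in 50mM Tris acetate pH 7.5, 10mM Mg acetate, 0.01% Tween-20, 0.05% BSA; qHTS 6-point titration, ~60 µM downward; luminescence read.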
NPC1 prom act – qHTS Assay for NPC1 Promoter Activators | Huh7 NPC1 promoter luciferase reporter, 24 h | Potency, µM (highest dose often 9.22 µM), for inactives: at the top dose activation, actives largely listed as activators | hit rate 2.4% among 320,000 | AID 485313, 2010;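 also: potency is read from the fitted curve at half-maximal effect; % of control where 0% means no effect; nearly all actives have a fitted effect of over 60% in size; reporter is driven by a mutant NPC1 promoter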
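Luminescence from an NPC1 promoter-driven luciferase reporter in stably transfected Huh7 cells was measured after 24 h compound treatment at 37 °C, followed by 10 min ambient incubation with luciferase detection reagent.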
ELG1 genotoxic – qHTS screen for small molecules that induce genotoxicity in human embryonic kidney (HEK293T) cells expressing luciferase-tagged ELG1 | hit rate 1.3% among 330,000 | HEK293T ELG1-luciferase reporter, luminescence, 16 h | Potency, µM (doses to about 46 µM), inactives show at the highest dose activity change, positive = activation, usual class: activators; also: potency is read from the fitted curve at half-maximal effect; % of control where 0% means no effect; nearly all actives have a fitted effect of over 60% in size
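Genotoxicity was scored as increased ELG1-luciferase reporter signal, measured by ONE-Glo luminescence (30 min, room temperature). Compound or vehicle exposure of the HEK293T reporter cells lasted 16 hr at 37°C.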
* hit, by the source's call; ? = inconclusive; . = not tested or not shown; & = joins results of further samples; [ ] = dose if it differs, or a comment. Unless noted, calls follow the shape of the dose curve; as a rule, active = well fitted curve in the direction sought with a large enough effect; inconclusive = small, poorly fitted or top-dose-only effect, or another doubt; inactive = no such curve, though single readings can be large; an effect the other way counts as inactive or inconclusive. These rows are one share of the data, so the mix of outcomes need not match the whole.

Below each compound – ELG1 genotoxic, PKM2 activator, VP16 counter, BRCA1 expr act, Menin MLL FP TR, FLuc modulator, NPC1 prom act, Giardia kill, RORgamma inh, p53 reactivator, Rab9 prom act
COc1ccccc1NC(=S)NNC(=O)c1ccc(O)cc1
    ?, 1%, ?, ?, 0%, ?, 0%, 2, ?, 14%, 27%
CC(C)c1cc(C(=O)N/N=C/c2c[nH]c3ccccc23)n[nH]1
    5%, -1%, -11%, -2%, ., 24µM*, 13%, -10, 0%, 14%, 16%
CCCOc1ccc(CN(CCO)CCO)cc1C(=O)OC
    3%, -6%, 8%, 3%, -8%, 0%, 4%, -2, -7%, 0%, -11%
COC(=O)NCc1ccc(CNC(=O)OC)cc1
    -2%, 1%, 5%, 0%, 14%, 6%, -1%, 5, 4%, -2%, 4%
CCN(CC)c1ccc(/C=N/Nc2ccc(C)cc2)c(O)c1
    9%, 4%, -5%, -16%, 5%, ?, 14%, 1, 1%, ?, 19%
O=C(CCn1c(=O)[nH]c2ccccc2c1=O)N1CCN(c2ccc(Cl)cc2)CC1
    -6%, 0%, 0%, -56%, -4%, 5%, -8%, -8, 3%, -17%, -5%
O=C(OCC(=O)N1CCc2ccccc2C1)c1ccc(Cl)c([N+](=O)[O-])c1
    1%, ., ., -63%, ., 0%, -1%, -7, ., 10%, 1%
CC(C)(C)CC(=O)Nc1cccc2c1CCCC2
    4%, 2%, 13%, -2%, -11%, -1%, -1%, 9, 13%, -1%, -2%
Cc1ccc(C=C2C(=O)c3ccccc3C2=O)o1
    8%, -65%, 20%, 0%, 24%, 0.48µM*, 2%, 19, 9%, ?, 1%
CC(=O)c1cccc(NC(=O)Cn2cnc(S(=O)(=O)N3CCCCC3)c2)c1
    -4%, -7%[0.46 µM], -2%, -1%, 18%, -1%, -6%, 16, 0%, 3%, -6%
Cc1c(-n2cc(C(=O)O)c(=O)c3cc(F)c(N4CCCC(O)C4)c(F)c32)c(=O)n(-c2ccccc2)n1C (configuration not stated)
    0%, -6%, -1%, -3%, 11%, -2%, 0%, -13, -32%, 1%, 12%
Cc1ccc(C(=O)NCCc2nnc3ccc(SCC(=O)Nc4c(C)cc(C)cc4C)nn23)cc1
    3%, 6%, -2%, -3%, -1%, 4%, -2%, -20, ?, -12%, 1%
CCN(CC)S(=O)(=O)c1cccc(-c2n[nH]c(=S)n2C(C)COC)c1 (configuration not stated)
    1%, -11%, 1%, 5%, 0%, 1%, -5%, -7, ?, -2%, 4%
CCC(Sc1nc2c(c(=O)[nH]1)CCC2)C(=O)Nc1cccc(OC)c1 (configuration not stated)
    -3%, 19%, 2%, 2%, 14%, -1%, -5%, -8, -44%, 0%, -13%
CC(=O)c1ccc(NC(=O)c2cc(=O)[nH]c3ccccc23)cc1
    3%, 1%, 17%, -2%, 11%, 3%, 2%, -13, 22%, ., 4%
CCSc1nc(O)cc(=O)n1-c1ccc(OC)cc1
    4%, 11%, -12%, 3%, 4%, 1%, -1%, -12, 26%, 5%, -2%
COc1ccc(CCNC(=O)[C@@H](NC(=O)N2CCn3c2nc2ccccc23)C(C)C)cc1OC
    -5%, ., 2%, 3%, -21%, 1%, -5%, -4, -14%, 8%, -4%
O=C(O)CCC(=O)N1N=C(c2ccc(Br)cc2)CC1c1cccs1 (configuration not stated)
    -3%, -2%, 2%[10 µM], 10%, 0%, 0%, 0%, 3, 13%, 8%, -5%
CC(C)C[C@@H](CO)N1CCN(CC(C)C)CCC1=O
    3%, 0%, 2%, 1%, 16%, 2%, -1%, 1, 0%, ., 0%
COc1ccc(CCn2c(NCc3ccco3)nc3c2c(=O)[nH]c(=O)n3C)cc1
    4%, -18%, -9%, -34%, 5%, -3%, 4%, -13, 24%, 0%, 2%
CCc1ccccc1NC(=O)Nc1c(C)n(C)n(-c2ccccc2)c1=O
    1%, 2%, -4%, -15%, ., -1%&-2%, -1%, -20, -3%, -12%, -3%
CCN(CC(=O)NC1CCS(=O)(=O)C1)S(=O)(=O)c1ccccc1Cl (configuration not stated)
    3%, -4%, -2%, 6%, -16%, 4%, 1%, -10, 21%, 14%, 6%
CCOC(=O)c1sc(NC(=S)NC(=O)C2CC2)cc1C
    ?, -5%, 1µM*, -5%, -11%, 2%, 0%, 4, 1µM*, 5%, -5%
CC1CCc2cc(F)ccc2N1C(=O)CCC(=O)O (configuration not stated)
    -12%, 11%, 1%[0.365 µM], -1%, 6%, 2%, -2%, 0, -22%, 0%, -7%
COc1ccc(C(=O)NCc2oc(-c3ccccc3)cc2C(=O)O)cc1
    0%, ?, 2%, -25%, 34%[activator], -3%, -1%, 12, -1%, ?, -5%
COc1ccc(CCNC(=O)C2CCCN(S(=O)(=O)c3cnc[nH]3)C2)cc1OC (configuration not stated)
    0%, -8%, 4%, -8%, 1%, 0%, 0%, -10, -2%, -5%, -14%
CC1CCN(C(=O)CCN2C(=O)C3C4C=CC(C4)C3C2=O)CC1 (configuration not stated)
    1%, 2%[0.46 µM], -6%, -13%, 10%, 4%, 1%, 12, 0%, -4%, -3%
COc1ccc2nccc(C(N)=O)c2c1
    -6%, -1%, -7%, 19%, ., -1%, 4%, 1, 33%, 0%, -1%
COCCNC(=S)NCc1cccs1
    -2%, 3%, 5%, 0%, 5%, 0%, 0%, -4, -33%, 16%, -2%
COc1ccc(OC)c(-n2c(-c3ccc(S(C)(=O)=O)cc3)cc(C=O)c2C)c1
    4%, 4%, -1%, -75%[inhibitor], -26%, -2%, -5%, 7, -9%, 1%, 0%

Later entries:
Below each compound – ELG1 genotoxic, PKM2 activator, VP16 counter, BRCA1 expr act, Menin MLL FP TR, FLuc modulator, NPC1 prom act, Giardia kill, RORgamma inh, p53 reactivator, Rab9 prom act
COc1ccc(OCCCC(=O)NCC(C)C)cc1
    0%, -11%, -3%, -12%, -3%, 0%, 1%, -1, 12%, -1%, 4%
O=[N+]([O-])c1ccccc1S(=O)(=O)NCCSCc1ccco1
    -1%, ., ., 0%, ., ., -1%, -9, ., 12%, -2%
O=C(NCc1ccccn1)c1cccc(NS(=O)(=O)c2ccccc2F)c1
    0%, 5%, -1%, 16%, ?, -2%, -1%, 10, 1%, -5%, -1%
CCOC(=O)c1n[nH]n2c1nc(=O)c1ccccc12
    0%, ., -1%, -17%, -14%, -17%, 1%, 15, 0%, -4%, 2%
N#Cc1ccc(OCC(=O)Nc2ccncc2)cc1
    -8%, -5%, -24%, 24%, -2%, 2%, -2%, 46[activator], 0%, -2%, 1%
Cc1onc(-c2c(Cl)cccc2Cl)c1C(=O)N1CCN(Cc2ccccc2)CC1
    -5%, -2%, -7%, -37%, -16%, -2%, 2%, 29, 22%, -5%, -7%
N#Cc1ccc(-c2ccc(F)cc2)nc1Oc1ccccc1
    1%, 1%, -13%, -27%, ?, 7%, -1%, 6, -8%, -1%, -7%
C#CCOCCOCCOCCNc1nc(N2CCN(C(=O)[C@H](CCC(=O)O)n3cc(C(N)Cc4ccc(O)cc4)nn3)CC2)nc(N2CCN(C(=O)[C@H](CCC(=O)O)n3cc(C(N)CC(C)C)nn3)CC2)n1 (some centres not stated)
    7%, 0%, 3%, -8%, -11%, -1%, -5%, 1, -10%, -2%, -3%
Cc1ccc(-c2noc(=O)n2CC(=O)c2ccc(Cl)cc2)cc1
    1%, 2%, 12%, 4%, 14%, -1%, 17%, -6, 31%, 6%, 26%
Cc1ccc(NC(=O)NNC(=O)c2snnc2C)cc1
    7%, -5%, -17%, 53%, 0%, ?, 0%, 2, 19%, 10%, 23%
COc1cc(/C=c2\sc3n(c2=O)C(c2ccccc2)C(c2ccccc2)=NN=3)ccc1O (configuration not stated)
    -1%, 4%, -2%, -45%, ?, ?, -3%, -8, ?, -2%, 5%
Fc1ccc(Nc2nnc(C(F)(F)F)s2)cc1Cl
    -18%, -2%, ?, -69%, ., -14%, -6%, -10, -93%, 4%, -8%
